NR5A2 inv ag – LRH-1 (NR5A2) inverse agonists, primary screen, cell-based, luminescence, HEK293T, StAR-luciferase reporter; Nuclear receptor subfamily 5 group A member 2 (Homo sapiens), O00482; inhibition, % at 3.6 µM; 0.13% of 360,000 active; LRH-1 transfected, 24 h; AID 602396, 2012;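 active means inhibition above the mean inhibition of all tested compounds plus 3 SD, cut at about 73% in these data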;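 further: 0% = DMSO wells and 100% = reporter-only cells lacking LRH-1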
Granule exo inh – LAMP-1 surface exposure blockers, TALL-104 cells – cell-based, flow cytometry, MLPCN library, primary screen | 0.66% of 360,000 active | TALL-104 LAMP-1 surface exposure; cells stimulated with thapsigargin and PMA | inhibition, % at 10 µM | AID 651702, 2012;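 active means inhibition above about 55%, limit read from the data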
NCOA2 inhibitor – inhibition of GAL4-SRC2 driven luciferase reporter, primary screen, SRC2 inhibitor project, cell-based, luminescence; Nuclear receptor coactivator 2 (Homo sapiens), Q15596; HEK293 GAL4-SRC2 luciferase reporter; inhibition, % at 9 µM; 0.17% of 370,000 active; AID 651957, 2012;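 active means inhibition above the mean inhibition of all tested compounds plus 3 SD, set per campaign, cut at about 52% in these data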;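 further: 0% = DMSO treated cells and 100% = cells given Gossypol at 36 µM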
Target sequence (Q15596 whole entry, looked up, the tested form may be a part): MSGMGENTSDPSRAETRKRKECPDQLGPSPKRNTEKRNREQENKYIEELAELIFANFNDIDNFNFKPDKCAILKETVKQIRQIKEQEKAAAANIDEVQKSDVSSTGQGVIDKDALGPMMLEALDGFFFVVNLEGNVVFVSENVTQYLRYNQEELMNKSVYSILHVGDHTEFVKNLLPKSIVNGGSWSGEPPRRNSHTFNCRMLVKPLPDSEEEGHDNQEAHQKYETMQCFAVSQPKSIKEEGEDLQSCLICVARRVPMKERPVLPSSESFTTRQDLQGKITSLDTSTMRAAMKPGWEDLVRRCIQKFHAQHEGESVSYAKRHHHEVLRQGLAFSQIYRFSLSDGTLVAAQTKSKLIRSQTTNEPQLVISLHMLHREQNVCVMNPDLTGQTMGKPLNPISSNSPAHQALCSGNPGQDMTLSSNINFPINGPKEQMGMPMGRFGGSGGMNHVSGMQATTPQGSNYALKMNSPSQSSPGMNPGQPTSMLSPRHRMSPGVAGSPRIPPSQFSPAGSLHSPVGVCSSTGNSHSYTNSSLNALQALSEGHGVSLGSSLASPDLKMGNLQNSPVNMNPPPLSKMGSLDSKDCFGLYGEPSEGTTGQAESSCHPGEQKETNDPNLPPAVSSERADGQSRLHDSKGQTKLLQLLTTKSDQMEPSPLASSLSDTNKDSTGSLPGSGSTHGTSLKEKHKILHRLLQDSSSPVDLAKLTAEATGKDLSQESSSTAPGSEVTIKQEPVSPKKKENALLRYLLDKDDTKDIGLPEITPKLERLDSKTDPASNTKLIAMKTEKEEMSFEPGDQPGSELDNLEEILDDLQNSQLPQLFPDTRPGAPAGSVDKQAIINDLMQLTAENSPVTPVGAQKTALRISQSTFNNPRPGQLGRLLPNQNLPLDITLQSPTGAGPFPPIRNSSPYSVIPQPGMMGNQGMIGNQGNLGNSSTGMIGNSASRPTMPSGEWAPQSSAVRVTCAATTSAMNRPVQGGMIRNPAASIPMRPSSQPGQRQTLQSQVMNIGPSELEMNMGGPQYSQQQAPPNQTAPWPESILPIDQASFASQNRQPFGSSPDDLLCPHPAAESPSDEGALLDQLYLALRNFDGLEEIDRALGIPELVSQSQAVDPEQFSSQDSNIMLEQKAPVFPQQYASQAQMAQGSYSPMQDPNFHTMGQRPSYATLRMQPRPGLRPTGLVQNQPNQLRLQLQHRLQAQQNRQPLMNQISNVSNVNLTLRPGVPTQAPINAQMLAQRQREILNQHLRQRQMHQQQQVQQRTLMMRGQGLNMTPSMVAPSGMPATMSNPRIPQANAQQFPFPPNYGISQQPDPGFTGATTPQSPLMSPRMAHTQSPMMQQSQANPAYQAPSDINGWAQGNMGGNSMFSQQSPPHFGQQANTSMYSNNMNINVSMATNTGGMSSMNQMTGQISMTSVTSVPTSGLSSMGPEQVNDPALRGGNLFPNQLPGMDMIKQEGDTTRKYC
NOD2-RIPK2 inh – NOD2-RIPK2 binding disruptors in cells, primary screen, fluorescence, CHO cells, BLA complementation; inhibition, % at 4.98 µM; CCF4 ratio; 0.38% of 360,000 active; in the data active means inhibition above about 21%;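 further: 0% = vehicle only and 100% = reference blocker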
COUP-TFII inh – NR2F2 transcriptional activity inhibitors, primary screen, cell-based, luciferase reporter, HEK293T, luminescence. HEK293T NGFI-A luciferase reporter. inhibition, % at 8.6 µM. 0.7% of 370,000 active. COUP transcription factor 2 (Homo sapiens), P24468;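 active means inhibition above a per-plate cutoff, mean inhibition of test wells between control levels plus 3 SD, cut at about 38% in these data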;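 further: cells cotransfected with COUP-TFII expression vector driving the NGFI-A reporter; 0% = median of COUP-TF2 test wells and 100% = reporter-only cells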
TROY signal inh – inhibitors of TROY-driven NF-kB signaling, primary screen, Q293 LMP1-TROYcd cells, NF-kB luciferase, uHTS; 0.98% of 360,000 active; Q293 LMP1-TROYcd NF-kB luciferase reporter, 4 h; inhibition, % at 10 µM; AID 1347056, 2019;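 active means compounds whose plate-normalised and pattern-corrected inhibition of the luciferase reporter signal at the single screening dose is 50% or more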
TLR9-MyD88 block – inhibitors of TLR9-MyD88 association in cells, primary screen, cell-based, CHO, BLA complementation, fluorescence; 0.21% of 340,000 active; CCF4 FRET ratio; Toll-like receptor 9 (Homo sapiens) + Myeloid differentiation primary response protein …; inhibition, % at 4.98 µM;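 active means inhibition above the mean over all tested compounds plus 3 SD, cut at about 21% in these data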;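 further: 0% = DMSO only wells and 100% = clavulanate BLA inhibitor control wells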
TWEAK-Fn14 inh – inhibitors of TWEAK-Fn14 signaling, primary screen, luciferase reporter cells, uHTS; TWEAK-stimulated Fn14 reporter cells, luciferase luminescence, 8 h; 2% of 360,000 active; inhibition, % at 10 µM; in the data active means inhibition above about 50%
ABHD5 PLIN5 PPI – ABHD5-PLIN5 interaction inhibitors, primary screen, cell lysate, split luciferase complementation, luminescence; Split G. princeps luciferase complementation, 4 h; Perilipin-5 (Homo sapiens) + 1-acylglycerol-3-phosphate O-acyltransferase ABHD5 (Homo …; inhibition, % at 4 µM; 0.78% of 360,000 active;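 active means inhibition above the mean inhibition across every tested compound plus 3 SD, cut at about 22% in these data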;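 further: 0% = DMSO only wells and the 100% control is not disclosed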
SRC3 inh – SRC3 coactivator transcriptional activity inhibitors, primary screen, cell-based, luminescence; Nuclear receptor coactivator 3 (Homo sapiens), Q9Y6Q9; HEK293 GAL4-SRC3 luciferase reporter; inhibition, % at 3.6 µM; 0.17% of 360,000 active; AID 588352, 2011;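 active means inhibition above a per-campaign cutoff, the mean of all compounds plus 3 SD, cut at about 60% in these data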;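 further: 0% = DMSO-treated cells and 100% = gossypol-treated cells at 36 µM; higher means less SRC3-driven luciferase light from the GAL4 reporter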
NCOA1 inh – SRC1 coactivator transcriptional activity inhibitors, primary screen, cell-based, luminescence; Nuclear receptor coactivator 1 (Homo sapiens), Q15788; HEK293 GAL4-SRC1 luciferase reporter; inhibition, % at 3.6 µM; 0.12% of 360,000 active;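 active means inhibition above the campaign mean plus 3 SD, with each screening campaign given its own cutoff, cut at about 60% in these data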;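 further: 0% = DMSO treated cells and 100% = gossypol at 36 µM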
* = called active by the depositor; / = no result given.

Every second line gives: NR5A2 inv ag	Granule exo inh	NCOA2 inhibitor	NOD2-RIPK2 inh	COUP-TFII inh	TROY signal inh	TLR9-MyD88 block	TWEAK-Fn14 inh	ABHD5 PLIN5 PPI	SRC3 inh	NCOA1 inh
- O=C(NNc1ncnc2c1cnn2-c1ccc(F)cc1)c1cccs1
 : -8	10	-7	-6	-9	-3	-5	1	3	-6	-4
- N=c1n(CCO)c2ccccc2n1CCOc1ccc(Cl)cc1Cl
 : 18	0	-1	2	6	-3	10	-7	11	12	-5
- C=C1SC(=Nc2ccccc2Cl)N(C(=O)c2sc3ccccc3c2Cl)C1(C)C
 : -47	3	-10	-2	-7	-10	-4	-7	-6	-25	-48
- CSc1cccc(NC(=O)C2CCN(S(=O)(=O)c3ccc4c(c3)NC(=O)CO4)CC2)c1
 : -14	5	27	2	-9	16	-9	-12	-8	15	-11
- O=S1(=O)c2ccccc2Nc2ccccc21
 : 6	-4	-8	-7	-7	10	-1	5	-7	7	-3
- CCc1nc2ccc(C(=O)Nc3ccc(OC)c(OC)c3)cn2c1N(CC)Cc1cccc(Br)c1
 : 3	-3	-21	-6	8	9	/	8	0	1	-30
- CCCCc1nnc(NC(=O)c2oc3ccc(OC)cc3c2C)s1
 : -10	-3	16	-7	-3	-20	-6	-41	-6	-25	-1
- Brc1ccc(Br)c2cnccc12
 : -7	-1	-4	-3	-9	-3	10	26	8	18	4
- CCCc1nc2ccccc2c(C(=O)OCc2nnc(-c3cc(OC)c(OC)c(OC)c3)o2)c1CC
 : 16	0	4	-7	-2	30	-8	44	1	6	9
- C=CCN(c1ccccc1)S(=O)(=O)c1cccc(C(=O)NCC(c2ccccc2OC)N2CCCC2)c1 (stereo not given)
 : -1	0	-5	-1	6	30	-2	14	-8	-8	-5
- CCn1c(C)cc(C)c(C#N)c1=O
 : 7	1	5	2	-18	-9	1	18	4	17	4
- COc1ccc(N(CC(=O)N/N=C/c2ccc(OC)c(OC)c2)S(=O)(=O)c2ccccc2)cc1
 : -2	-3	-17	-1	-9	10	4	-14	-3	-8	-53
- O=C(c1ccco1)N1CCN(C(=O)c2cn(-c3ccccc3)nc2-c2ccc(F)cc2)CC1
 : -62	0	-5	5	3	-40	4	-11	-6	-30	-33
- CCOC(=O)c1csc(NC(=O)c2ccc(C#N)cc2)n1
 : 10	3	-5	3	20	-3	-7	4	7	20	-8
- Cc1ccc2sc(C)cc(=O)c2c1
 : -28	-3	0	-5	0	-18	3	-4	1	-13	-22
- CS(=O)(=O)N1CCC(C(=O)Nc2ccccc2Sc2ccccc2)CC1
 : 7	-1	-16	-3	-27	2	5	0	-5	9	9
- CCOC(=O)CS(=O)(=O)c1ccccc1
 : 2	-1	-23	-11	-10	-8	-6	4	1	-6	-13
- COc1ccc(NC(=O)CSc2ccc3c4c(cccc24)C(=O)c2ccccc2-3)cc1
 : -3	4	-6	7	-2	-31	-14	-35	0	-4	-6
- Cc1ccc(C)c(NC(=O)C2CC(O)CN2C(=O)OC(C)(C)C)c1 (stereo not given)
 : 10	0	2	-12	-1	3	-2	3	-3	-4	10
- N/C(=N\OC(=O)CCCc1ccccc1)c1ccc([N+](=O)[O-])cc1
 : 7	2	3	-8	4	-44	1	-29	-2	11	3
- O=C(NNC1=NCCC1)c1ccc(Br)cc1
 : -4	0	-6	-1	3	-2	8	-2	2	20	-10
- CCOC(=O)c1cc(C)n(-c2ccc(Cl)cc2)c1C
 : -12	0	2	-13	1	-25	9	7	6	-2	3
- Cc1ccc(-c2nc(-c3cccnc3)sc2CC(=O)O)cc1
 : 0	2	24	3	12	3	2	3	-2	11	13
- COc1ccc(Cl)cc1-c1nc(SCC(N)=O)n[nH]1
 : -4	-8	-3	-10	-22	8	-6	-9	1	9	-18
- CCc1nnc(NC(=O)CSc2nnc(-c3ccoc3C)n2-c2cccc(C)c2)s1
 : -10	-3	-9	-7	2	-7	-2	2	4	17	-7
- CC(NC(=O)CNC(=O)c1cccs1)c1cccc(C(F)(F)F)c1 (stereo not given)
 : -5	1	31	-7	15	15	2	2	4	17	1
- O=C(Nc1ccc(Br)cn1)c1ccc(Br)s1
 : -129	-1	-78	13	-38	-46	-1	9	-6	-110	-94
- COc1cccc(S(=O)(=O)NCc2ccc3c(c2)OCO3)c1
 : -3	-2	5	1	22	-5	2	-11	-1	14	2
- CCn1cc([N+](=O)[O-])c(C(=O)Nc2ccc3c(c2)OCCO3)n1
 : -30	-2	-19	-12	-8	-7	-1	19	4	-42	-39
- O=C(NCC(c1ccco1)N1CCCCC1)c1ccc([N+](=O)[O-])s1 (stereo not given)
 : 4	-6	-5	9	-10	-5	/	7	-2	-7	-14
- CC(=O)N1CCN(C(C)=O)C1c1ccccc1
 : -10	-1	-19	5	-31	5	-2	2	-2	2	-17
- CCCCCc1nnc(NC(=O)c2ccc(=O)n(C)n2)s1
 : -4	1	-17	-9	13	-18	2	6	1	0	-28
- CCCN(CCC)S(=O)(=O)c1cc2c3c(c1)CCN3C(=O)CC2
 : 13	-9	-6	-6	-21	-16	10	7	1	16	-2
- COc1ccc(C(C(=O)NCC2CCCO2)N(C(=O)CNC(=O)c2cccs2)c2ccc(C)cc2)cc1OC (stereo not given)
 : 5	2	-15	3	-7	-1	-14	-10	2	13	-12
- Cc1cc(SCc2cccc([N+](=O)[O-])c2)nc(=O)[nH]1
 : -18	-7	-13	7	-12	30	-10	-4	-3	-15	-8
- OC(COc1ccc2cc(Br)ccc2c1)CN1CCN(c2ccccn2)CC1 (stereo not given)
 : -11	3	28	-7	0	42	0	12	8	17	11
- Cc1ccc(-n2ncc3c(=O)[nH]c(SCC(=O)N4CCCC4)nc32)cc1C
 : 15	-4	1	-9	-7	-21	0	-58	5	0	7
- COc1cccc(-c2nc(CS(=O)(=O)CC(=O)Nc3cc(C)ccc3C)c(C)o2)c1
 : -2	-5	7	7	-10	17	3	-3	-2	-5	0
- COc1ccc(-c2nc3ccccc3c(=O)n2CCCN2CCOCC2)cc1
 : 4	-1	-2	-1	8	-22	-12	-12	3	1	-1
- C=CCC1(C(=O)NCCO)CCN(C(=O)OC(C)(C)C)CC1
 : -7	-3	8	0	-4	-6	8	6	-1	5	-6
- Cc1n[nH]c(C)c1CCC(=O)N/N=C/C=C/c1ccccc1
 : 5	2	-8	-1	5	-4	1	4	-2	-9	-22
- CNC(=O)NC(=S)NC(=O)c1ccccc1Cl
 : 19	-4	-58	0	5	8	0	-13	-3	8	-12
- CC(C)[C@H](NS(=O)(=O)c1ccccc1)C(=O)OCC(=O)NC1CCCCC1
 : 13	-4	9	3	2	17	-7	-10	6	9	6
- COc1ccc(NC(=O)COC(=O)c2ccc3c(c2)OCCO3)cc1OC
 : 11	5	13	1	6	-4	2	12	6	6	9
- O=C(NCCc1ccccn1)C(F)(F)C(F)(F)C(F)(F)C(F)(F)C(F)(F)C(F)F
 : 15	2	-4	-5	-11	-11	-7	8	2	14	-13
- O=C(Nc1ccc(OCc2ccccc2)cc1)c1ccccc1
 : -23	-9	-39	-4	-6	-45	4	-28	-7	-55	-58
- Cc1ccc(CNC(=O)CCC2CCCN(Cc3cccc4cccnc34)C2)o1 (stereo not given)
 : -5	27	7	-11	11	-3	6	21	21	10	-10
- Nc1nc(Nc2ccccc2)nc(N2CCOCC2)c1[N+](=O)[O-]
 : -11	-3	-39	9	-8	0	4	10	2	7	-2
- Cc1ccc(N2CCN(c3ccc([N+](=O)[O-])cn3)CC2)c(C)c1
 : -12	17	11	-2	19	6	5	-12	-4	1	20
- CC1CCN(Cc2c(C(=O)N3CCc4ccccc4C3)nc3ccc(Cl)cn23)CC1
 : 0	-2	-5	5	20	-28	7	5	4	-13	-20
- Fc1ccc(CNC(=S)NCc2cccc(Cl)c2)cc1
 : 29	-2	-44	-13	3	12	2	-1	0	7	10
- CN(C)S(=O)(=O)NCC1CCCN(Cc2cc3ccccc3s2)C1 (stereo not given)
 : 0	-6	21	4	14	-13	4	-7	-1	-13	-6
- CCOC(=O)c1nc2sc3c(c2c(=O)[nH]1)CCCC3
 : 19	-3	7	-11	2	-30	2	-21	2	12	-3
- CCN1C(=O)CSc2ccc(C(=O)NCc3ccccc3OC)cc21
 : -2	2	-14	-10	-17	1	-3	-13	3	-11	23
- CCc1nc2c(OCc3cc(Cl)cc(Cl)c3)cccn2c1N(C)C(=O)c1ccccc1F
 : 7	-17	1	-10	-9	-1	/	5	-3	0	-2
- O=C(NCCN1CCOCC1)c1cccs1
 : -6	-4	11	2	0	8	0	1	3	-14	-7
- Cc1cnc(C(=O)OCc2csc(CC(=O)Nc3ccccc3C)n2)cn1
 : 3	-3	-2	-7	8	-18	-1	-14	5	10	0
- CC(C)(O)C1CC[C@@](C)([C@@H]2CC[C@]3(C)[C@H]2[C@H](O)CC2[C@@]4(C)CCC(O)C(C)(C)C4C(OC4OC(CO)C(O)C(O)C4O[C@@H]4OCC(O)C(O)C4O)C[C@]23C)O1 (stereo not given in full)
 : 15	-6	-10	-13	3	4	-6	1	1	-9	-10
- CCOC(=O)[C@]12CCC=C1N(Cc1ccccc1)C(=O)[C@H](CC(=O)NCc1ccc(OC)c(OC)c1)C2
 : -6	-4	-13	-12	12	0	/	3	3	/	/
- CCN1CCC(N2CCN(c3ccc(F)cc3)CC2)CC1
 : -6	22	-7	3	24	1	6	-13	7	7	6

Remaining list, next part
Every second line gives: NR5A2 inv ag	Granule exo inh	NCOA2 inhibitor	NOD2-RIPK2 inh	COUP-TFII inh	TROY signal inh	TLR9-MyD88 block	TWEAK-Fn14 inh	ABHD5 PLIN5 PPI	SRC3 inh	NCOA1 inh
- COc1cc(C(=O)NCCOc2cc(C)ccc2C(C)C)cc(OC)c1OC
 : 35	14	27	-2	20	42	-6	62*	1	26	30
- CC(C)CC(NC(=O)OC(C)(C)C)C(=O)NCc1ccccc1 (stereo not given)
 : 14	-1	11	-7	13	-9	-11	-13	2	3	-7
- CC(C)(C)C1(O)CC(C(F)(F)F)=NN1C(=O)Cc1ccc([N+](=O)[O-])cc1 (stereo not given)
 : 16	-1	-10	-3	-1	-7	-3	7	-6	0	-11
- COc1cc(/C=N/NC(=S)Nc2cccnc2)cc(OC)c1O
 : -6	-4	-14	2	0	4	-6	-31	-10	2	2
- C=CCOC(=O)C1=C[C@H](c2ccc(C(F)(F)F)cc2)C[C@H](OCCCCO)O1
 : 2	0	-1	-2	-3	-3	-10	-1	1	14	8

An excerpt. The share of hits here may be higher or lower than overall.
